# NCI-60 one-dose screen, 48 h, at 10 µM unless noted. Numbers give growth in % (100 = growth as untreated, 0 = no growth, -100 = all killed).
# NCI-H522 – NCI-H522 lung cancer; 8% of 78,000 active
# HT29 – HT29 colon cancer. 7.4% of 81,000 active. AID 1794748
# NCI-H460 – NCI-H460 lung cancer | 6.8% of 82,000 active
# COLO 205 – COLO 205 colon cancer; AID 1794742; 7.3% of 79,000 active
# NCI/ADR-RES – NCI/ADR-RES ovarian cells; 4.4% of 81,000 active; AID 1794790
# HCT-15 – HCT-15 colon cancer | 5.2% of 82,000 active | AID 1794746
# NCI-H226 – NCI-H226 lung cancer | 3.5% of 79,000 active
# NCI-H322M – NCI-H322M lung cancer; 2.7% of 80,000 active; AID 1794733
# HCT-116 – HCT-116 colon cancer; 7.3% of 82,000 active; AID 1794798
# Starred values were filed as active, the others as inactive; · = no result given; & = joins results of further samples; ! = a repeat was not active. The calls were made as follows: active = growth percent below 10; inactive = the rest.
SMILES,NCI-H522,HT29,NCI-H460,COLO 205,NCI/ADR-RES,HCT-15,NCI-H226,NCI-H322M,HCT-116
FC(F)CC(OCc1ccccn1)c1ccc2ccccc2c1 (stereo not drawn),92,104,108,116,105,102,98,102,105
Clc1ccc(-n2ncc3c(Cl)nc(Cl)nc32)cc1,89,105,96,103,94,96,70,105,90
CCOC(=O)c1ccc(N2C(=O)c3ccc(C(=O)OC)cc3C2=O)cc1,99,100,105,112,97,101,92,100,101
O=C(CS)Nc1ccc2ccccc2c1,118,·,98,112,112,76,121,127,95
Cc1ncc(N)c(CO)c1N,71,82,108,103,104,108,95,87,84
CC1=C(C(=O)Nc2ccccc2)C(c2ccc(N(C)C)cc2)n2c(nc3ccccc32)N1 (stereo not drawn),82,102,91,122,110,96,111,100,98
CC(C)(Cl)C(=O)Oc1c(Cl)cc(Cl)cc1Cl,94,100,111,100,101,102,97,111,102
O=C(Nc1cccc2cccnc12)c1ccc(N2C(=O)[C@@H]3C4C=CC(C4)[C@@H]3C2=O)cc1,91&73,102&71,105&101,102&115,94&88,94&95,101&90,110&82,97&107
CCC(CCCN(CC)CCc1ccccc1)OC(=O)c1cc(OC)c(OC)c(OC)c1 (stereo not drawn),70,57,101,81,83,90,90,72,75
O=C(NCCc1ccccc1)c1cc2cccc([N+](=O)[O-])c2[nH]1,85,99,101,91,97,87,82,116,102
COc1cccc(-c2ccc(S(=O)(=O)Nc3ccc4c(c3)N(C(=O)C3CC3)CCC4)cc2)c1,73,89,74,105,73,73,63,82,42
O=C1/C(=C/c2ccc(OCCCc3ccccc3)cc2)Oc2cc(O)ccc21,68,104,92,116,93,95,·,100,88
COc1cc(C2=NN(C(C)=O)C(c3sc(N4CCOCC4)nc3Cl)C2)cc(OC)c1OC (stereo not drawn),86,104,106,111,91,104,92,82,95
Cc1[nH]c(C(=O)Nc2ccc(C(N)=O)cc2NC(C)C)c(Cl)c1Cl,79,106,93,122,88,93,92,99,81
COC(=O)C(c1ccccc1)(c1ccccc1)c1ccccc1,96,95,106,117,101,103,110,104,106
CC(=O)OCC1OC(n2ccc(=O)[nH]c2=O)C(OC(C)=O)C1OC(C)=O (stereo not drawn),85,110,98,125,100,97,101,87,96
CSc1ccc(C(=O)c2ccc(Cl)cc2)cc1,96,96,99,100,103,94,98,94,97
C#CCOc1ccc(/C=C2/SC(=O)NC2=O)cc1OC,94,105,106,120,104,106,104,103,97
O=C(NCc1ccc(Cl)cc1Cl)C1CCC(=O)N1C(=O)NCc1ccc(Cl)cc1Cl (stereo not drawn),83,94,111,110,90,99,105,100,103
COc1cc(/C=C2\CC/C(=C\c3ccc(OCCn4ccnc4)c(OC)c3)C2=O)ccc1OCCn1ccnc1,65,57,81,·,112,88,88,109,67

# Limited to HCT-15, HCT-116 and COLO 205, for 7 of the compounds above:
SMILES | HCT-15 | HCT-116 | COLO 205
CC(C)(Cl)C(=O)Oc1c(Cl)cc(Cl)cc1Cl | 102 | 102 | 100
O=C(Nc1cccc2cccnc12)c1ccc(N2C(=O)[C@@H]3C4C=CC(C4)[C@@H]3C2=O)cc1 | 94&95 | 97&107 | 102&115
CCC(CCCN(CC)CCc1ccccc1)OC(=O)c1cc(OC)c(OC)c(OC)c1 (stereo not drawn) | 90 | 75 | 81
O=C(NCCc1ccccc1)c1cc2cccc([N+](=O)[O-])c2[nH]1 | 87 | 102 | 91
COc1cccc(-c2ccc(S(=O)(=O)Nc3ccc4c(c3)N(C(=O)C3CC3)CCC4)cc2)c1 | 73 | 42 | 105
O=C1/C(=C/c2ccc(OCCCc3ccccc3)cc2)Oc2cc(O)ccc21 | 95 | 88 | 116
COc1cc(C2=NN(C(C)=O)C(c3sc(N4CCOCC4)nc3Cl)C2)cc(OC)c1OC (stereo not drawn) | 104 | 95 | 111

# A second format for part of the listing above:
compound	NCI-H522	HT29	NCI-H460	COLO 205	NCI/ADR-RES	HCT-15	NCI-H226	NCI-H322M	HCT-116
O=C1/C(=C/c2ccc(OCCCc3ccccc3)cc2)Oc2cc(O)ccc21	68	104	92	116	93	95	·	100	88
COc1cc(C2=NN(C(C)=O)C(c3sc(N4CCOCC4)nc3Cl)C2)cc(OC)c1OC (stereo not drawn)	86	104	106	111	91	104	92	82	95
Cc1[nH]c(C(=O)Nc2ccc(C(N)=O)cc2NC(C)C)c(Cl)c1Cl	79	106	93	122	88	93	92	99	81
COC(=O)C(c1ccccc1)(c1ccccc1)c1ccccc1	96	95	106	117	101	103	110	104	106
CC(=O)OCC1OC(n2ccc(=O)[nH]c2=O)C(OC(C)=O)C1OC(C)=O (stereo not drawn)	85	110	98	125	100	97	101	87	96
CSc1ccc(C(=O)c2ccc(Cl)cc2)cc1	96	96	99	100	103	94	98	94	97

# The results go on.
SMILES,NCI-H522,HT29,NCI-H460,COLO 205,NCI/ADR-RES,HCT-15,NCI-H226,NCI-H322M,HCT-116
C=CCN=C(N)SCc1ccccc1,99,111,109,115,103,102,106,100,103
Cc1nc(NS(=O)(=O)c2ccc(N)cc2)nc(C)c1C,100,106,110,108,104,100,94,98,109
CCCCNC(=O)C1(N2C(=O)c3ccccc3C2=O)CCCC1,·,105,106,112,111,110,101,117,111
CN(Nc1ccccc1)C(=O)C1CCC(=O)N1C (stereo not drawn),94,105,102,113,99,102,109,109,98
CCOC(=O)N1CCN(c2nnc(C)c3ccccc23)CC1,94,96,104,109,109,99,103,101,103
Nc1nc(N)nc(Cn2c(-c3nonc3N)nc3ccccc32)n1,100,105,113,107,102,107,100,103,104
CCc1ccc(C2=C(O)C(=O)C(c3ccccc3)=C(O)C2=O)cc1,108,108,99,116,102,107,96,90,95
COc1cc(-c2n[nH]nc2-c2cccnc2)cc(OC)c1OC,·,114,112,113,105,106,123,107,107
Cc1onc(-c2c(Cl)cccc2Cl)c1C(=O)N[C@@H]1C(=O)N2[C@@H]1SC(C)(C)[C@@H]2C(=O)O,106,101,115,111,108,104,93,109,106
CC(=O)OCC(=O)[C@@]1(O)CC[C@H]2[C@@H]3CC=C4C=C(OCc5ccccc5)CC[C@]4(C)[C@H]3C(=O)C[C@@]21C,109,119,110,107,107,121,110,116,108
Cc1ccc(S(=O)(=O)NCCC2CC2[C@@H](O)[C@H](O)c2ccccc2)cc1 (stereo partly drawn),102,111,107,106,104,101,107,98,97
Cc1ccc(-c2cnc3sc(C(=O)NN)c(C)n23)cc1,102,113,110,124,105,108,102,107,103
CCCCCc1ccncc1,·,98,123,109,115,98,107,117,109
COc1cc(-n2nnc3c4nc(-c5ccc([N+](=O)[O-])cc5)oc(=O)c4c(C)nc32)cc(OC)c1OC,99,110,111,116,115,109,95,105,101
CC1(C)Oc2cc3oc(=O)ccc3cc2C[C@@H]1OCCOS(=O)(=O)c1ccc(O)c(C(=O)O)c1,88,106,103,·,105,104,101,102,98
C=C1c2nc3ccccc3n2C=C(c2ccccc2)N1Cc1ccc(OC)cc1,73,74,90,103,70,78,97,97,72
COc1cccc(-c2cn3nc(-c4cn(C)c5ccc(Br)cc45)sc3n2)c1,91,101,100,100,97,96,88,93,98
CCC1(CC)NC(=S)NC1=S,·,101,108,100,116,112,99,100,105
COc1ccc(OC)c(/C=C2/C(=O)ON=C2C(C)C)c1,99,111,105,132,101,110,100,100,109
Cc1cc(C)c(CC(C)C)c(C)c1,·,112,107,109,107,·,104,127,96
O=C1CSC(=S)N1/N=C/c1ccc(Cl)s1,96,110,107,107,98,98,106,·,107
COc1cc(OC)c(/C=C/C(=O)CC(=O)/C=C/c2c(OC)cc(OC)cc2OC)c(OC)c1,90,109,107,·,113,93,·,101,89
CCCCN(CCCC)C(=O)C(Cl)Cl,100,106,109,118,104,103,·,99,101
N=c1c(S(=O)(=O)c2ccccc2)cc2c(=O)n3ccccc3nc2n1CC1CCCO1 (stereo not drawn),100,120,105,113,99,119,103,96,105
O=C1NCCCC1(c1ccccc1)c1ccccc1,102,98,100,105,105,99,101,102,100
Cc1ccc(S(=O)(=O)c2nc(S(=O)(=O)NCc3ccccc3)sc2Cl)cc1,83,117,94,123,88,67,94,102,75
FC(F)(F)c1ccccc1I,103,102,102,109,104,107,109,105,101
O=C(Nc1ccc(Cl)cc1)c1cc2ccccc2cc1O,-32*!,8.6*!,-16*,70&91,6.5*!,16&13,42&54,20&17,-44*!
CCCCN(CCCC)CC(O)c1c(OC)ccc2ccccc12 (stereo not drawn),81,34,78,78,92,74,78,89,47
O=C1CCC(C(=O)N/N=C/c2cc(F)ccc2F)N1 (stereo not drawn),94,106,101,110,106,99,99,100,103
CC(C)C[C@@H]1N[C@@]2(C(=O)Nc3ccccc32)[C@@H](c2ccc(F)cc2)[C@@H]1C(=O)c1ccc(O)cc1,80,105,101,110,94,93,93,99,87
Cc1ccc(NCCN(C)C)c2c(=O)c3ccccc3sc12,17,-38*,-15*,-53*,39,6.9*,32,54,10
Cc1ccc(S(=O)(=O)Oc2ccc(Cl)cc2)cc1,·,135,114,127,109,100,102,111,96
CN(C)c1ncc(C#Cc2c(F)cccc2F)c2ccccc12,71,71,84,99,93,88,89,89,80
CCCCCCCCCCCCSC1=C(Cl)C(=O)C(OC)=C(OC)C1=O,-63*,28,18,55,35,26,75,76,16
NNC(=O)[C@H]1O[C@@H](n2cnc3c(=O)[nH]c(N)nc32)[C@H](O)[C@@H]1O,98,104,107,·,107,101,·,102,103
Clc1ccc2c(c1)N(c1ncnc3ccc(-c4cnc5[nH]ccc5c4)cc13)CC2,31,3.7*,17,45,33,14,41,41,17
CC(=O)Nc1ccc(C)c([N+](=O)[O-])c1,90&58,123&97,105&110,127&108,105&112,95&101,87&104,110&99,100&92
O=C1N/C(=N\c2nnc(-c3ccc(O)cc3)s2)S/C1=C\c1ccc(Br)cc1,93,107,100,103,100,102,99,81,96
NC(=O)n1c(=O)n(-c2cccc(C(F)(F)F)c2)c(=O)c2cc(-c3ccc(F)cc3F)ccc21,-11*,75,4.6*,87,2.4*,10,13,0.9*,2.2*
CC(C)=C1C(=O)N(c2ccccc2)N(c2ccccc2)C1=O,105,111,108,110,106,104,109,115,107
C/C(=N\NC(=S)N/N=C(\C)c1ccccc1)c1ccccc1,92,100,65,115,76,86,80,83,98
N#Cc1c(Oc2ccccc2Cl)nc2sc3cccc(Cl)c3n2c1=N,102,108,105,107,103,101,88,97,104
COc1ccc(C2CC(c3ccc(Cl)c(Cl)c3)=NN2c2ccccc2)cc1OC (stereo not drawn),77,98,99,108,107,97,102,105,108
O=C(NC1CCC(C(=O)O)CC1)OCc1ccccc1 (stereo not drawn),·,·,107,96,101,109,110,·,116
Cc1ccc(C)c(C(S)C(=O)O)c1 (stereo not drawn),96,97,113,107,106,117,107,118,105
CC1=C(O)CCC(C)(C)\C1=C/C=C(C)/C=C/C=C(\C)C[C@H]([C@@H](C/C(C)=C/C=C/C(C)=C/C=C1/C(C)=C(O)CCC1(C)C)S(=O)(=O)O)S(=O)(=O)O,92,103,122,111,107,113,101,144,110
O=c1[nH]c(=S)[nH]cc1Oc1ccc(Cl)cc1,103,104&105,113&108,125&110,107&105,102&103,105&113,118&111,106&101
COc1ccc(NC(=O)Nc2ccc3c(ccn3C(=O)c3cccc(F)c3)c2)cc1,79,64,32,104,66,72,69,95,46
CCCCCCCC(=O)SCC/C=C/[C@@H]1CC(=O)NCc2nc(co2)C2=N[C@@](C)(CS2)C(=O)N[C@@H](C(C)C)C(=O)O1,-10*,2.2*,3.4*,-41*,5.6*,0.6*,-10*,-19*,-63*
COc1cc(/C=N/NC(=O)c2cc(N)n(CC(O)c3ccccc3)n2)ccc1OC(F)F (stereo not drawn),105,117,107,116,106,105,101,103,104
COc1ccc(-c2[nH]nc(N)c2-c2cc(OC)c(OC)c(OC)c2)cc1,-32*,-2.7*,7.6*,-62*,-9.5*,10,68,7.9*,6.2*
COc1ccc(C2CC(c3cccc(Nc4ccnc5cc(Cl)ccc45)c3)=NN2C=O)cc1 (stereo not drawn),-36*,-56*,11,-44*,8.7*,28,46,62,7.1*
N=C(N)c1ccc(-c2ccc(-c3cc(Cl)cc(Cl)c3)s2)nc1,34,13,-60*,-38*,91,-7.4*,94,53,-74*
Cc1c(CCO)c(=O)oc2cc(OCC(O)CNC(C)C)ccc12 (stereo not drawn),113,109,103,108,100,108,95,104,106
Cc1ccc(CCC2CCCC2C2CC2)cc1C (stereo not drawn),91,101,119,119,96,104,90,106,101
C/C=C/C(O)CCCC (stereo not drawn),99,105,102,104,105,100,106,97,95
N#CSCC(=O)c1ccc(Cl)cc1,51,-19*,34,90,-16*,18,66,72,-16*
CCCCC(CC)CNC(=O)/C=C/c1ccc(OC)cc1 (stereo not drawn),83,79,98,98,91,79,87,97,82
O=C(Nc1nc(-c2ccccc2O)cs1)c1ccccc1CN1C(=O)c2ccccc2C1=O,80,113,103,105,90,96,90,110,99

# (next part)
SMILES,NCI-H522,HT29,NCI-H460,COLO 205,NCI/ADR-RES,HCT-15,NCI-H226,NCI-H322M,HCT-116
CC/C(=N/O)c1ccccc1,101,·,128,106,106,108,111,90,101
COc1ccccc1NC(=O)C(Cl)Cl,101,·,98,95,102,105,108,108,103
C=C(C)[C@@H]1CC[C@]2(C(=O)OCCOCCOCC[P+](c3ccccc3)(c3ccccc3)c3ccccc3)CC[C@]3(C)[C@H](CC[C@@H]4[C@@]5(C)CC[C@H](C)C(C)(C)[C@@H]5CC[C@]43C)[C@@H]12,-81*,-82*,-78*,-82*,-60*,-87*,-71*,-98*,-88*
NC1=NC2(NN1)C(=O)Nc1ccccc12 (stereo not drawn),98,111,107,108,99,108,80,96,111
CC(O)C(O)C(O)C(O)C(O)C(=O)O (stereo not drawn),88,98,105,114,99,100,105,107,105
Cc1ccccc1-c1cc(-c2cccc(Cl)c2)c(C#N)c(=O)[nH]1,38,91,38,113,47,39,67,80,43
CC1=C(C(=O)Nc2cccc(C(F)(F)F)c2)C(c2ccc(Cl)cc2)C2=C(CC(C)(C)CC2=O)N1 (stereo not drawn),63,63,57,60,62,65,77,78,44
CN1CCN(Cc2ccc(NC(=O)c3cncc(C#Cc4cnc5ccc(N6CCOCC6)nn45)c3)cc2C(F)(F)F)CC1,-79*,-71*,-81*,-87*,-16*,-54*,-62*,-11*,-76*

# From PubChem
